APOBEC3A inh: human APOBEC3A DNA deaminase inhibition. P31941. recombinant A3A, FAM/TAMRA ssDNA deamination fluorescence. inhibition, % at 20 µM. 330,000 compounds, 0.41% hits. AID 493011;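 active means at least 40% inhibition at 20 µM here, with at most 30% in a related deaminase screen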;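 further: plate controls were A3A with DMSO for no effect and wells lacking A3A enzyme for full effect; some results filed as inactive read as strong as hits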
Target sequence (P31941 whole entry, looked up): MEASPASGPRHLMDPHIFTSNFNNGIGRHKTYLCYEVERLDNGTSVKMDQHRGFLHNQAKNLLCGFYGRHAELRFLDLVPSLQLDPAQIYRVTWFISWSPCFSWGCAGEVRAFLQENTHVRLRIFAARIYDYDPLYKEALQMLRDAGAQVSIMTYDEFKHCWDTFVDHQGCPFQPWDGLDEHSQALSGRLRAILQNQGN
hIAP activ: human IAP activation. P09923. purified human IAP, CDP-Star luminescence, 30 min; stronger effect = higher value; 1 = vehicle-only enzyme, 0 = enzyme-free background. activation factor at 10 µM. 330,000 compounds, 0.16% hits. AID 2524;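 active means activation factor of the enzyme at least 2-fold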; further: the source names both 10 and 20 µM as test concentration; values of inactives mirror those of a sister screen read the other way
NALP3 yeast inh: blocks the NALP3 inflammasome reconstituted in yeast; Yeast reconstituted NLRP3/ASC/caspase-1, beta-gal luminescence, 24 h; inhibition, % at 10 µM; 330,000 compounds, 0.39% hits; AID 2825;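 active means inhibition of 50% or more; inactive means inhibition below 50%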;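 further: plate controls were induced DMSO wells for no effect and uninduced yeast grown without galactose for full effect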
mIAP inh: blocks mouse intestinal alkaline phosphatase; purified mouse IAP, CDP-Star luminescence, 30 min; inhibition, % at 10 µM; 330,000 compounds, 0.2% hits; AID 2806;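 active means inhibition of at least 40% at 10 µM in the primary screen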;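 further: plate controls were DMSO with enzyme for no effect and no enzyme wells for full effect; values of inactives mirror those of a sister screen read the other way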
mIAP activ: increases mouse intestinal alkaline phosphatase activity; 330,000 compounds, 0.24% hits; activation factor at 10 µM; muIAP, CDP-Star luminescence, 30 min; stronger effect = higher value; 1 = vehicle-only enzyme signal, 0 = enzyme-free wells; AID 2805;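 active means activation factor of at least 2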; further: the source names both 10 and 20 µM as test concentration; values of inactives mirror those of a sister screen read the other way
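Assay system: mouse IAP enzyme; reagent: chemiluminescent substrate CDP-Star; dosing: test compounds delivered from DMSO solution; schedule: 30 min at room temperature; measured by: luminescence from enzymatic CDP-Star hydrolysis; controls: DMSO-only wells and no-enzyme negative control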
SENP1 inh: blocks the human SENP1 SUMO protease catalytic domain; Q9P0U3; recombinant SENP1 catalytic domain, CyPet-SUMO1-YPet FRET cleavage; inhibition, % at 10 µM; 360,000 compounds, 0.21% hits;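 active means inhibition at least 30% at 10 µM, raw YFP signal under a set limit, fluorescence ratio 0.5 to 1.5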;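 further: 0% = enzyme with DMSO and 100% = no enzyme wells; some results filed as inactive read as strong as hits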
Target sequence (Q9P0U3 419-644 limits assumed): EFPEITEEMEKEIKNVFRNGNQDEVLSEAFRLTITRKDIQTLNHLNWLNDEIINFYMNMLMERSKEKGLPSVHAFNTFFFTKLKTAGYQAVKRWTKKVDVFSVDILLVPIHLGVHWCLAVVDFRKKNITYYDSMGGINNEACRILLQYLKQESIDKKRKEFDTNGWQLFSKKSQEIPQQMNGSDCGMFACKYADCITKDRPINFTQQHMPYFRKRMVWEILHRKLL
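Material: hSENP1 catalytic domain, recombinant; medium: Tris pH 8 with BME, BSA, NP40 and catalase; compound: single concentration of 10 µM compound, 0.5% DMSO final; technique: FRET read of cyan and yellow fluorescence; timing: 50 min enzyme reaction, room temperature, light-protected; reagent: SFCypet-SUMO1-SFYpet substrate at 25 nM; control set: no-enzyme low, enzyme-DMSO high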
MIN6 prolif: induces beta-cell replication in MIN6 cells; MIN6 cells proliferation, ATPlite luminescence, 48 h; cells starved in 0.2% serum; 100% = growth in 10% serum; proliferation, % at 10 µM; 330,000 compounds, 0.29% hits; AID 2380;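 active means compounds whose signal lies at least 3.5 SD above the mean of all wells on their plate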;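 further: 0% = DMSO-treated cells in low-serum medium and 100% = 10% serum control; some compounds called inactive have numbers as strong as hits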
hIAP block: human IAP inhibition. inhibition, % at 10 µM. 330,000 compounds, 0.12% hits. purified IAP, CDP-Star luminescence, 30 min;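 active means inhibition reaching a set limit with compound at 10 µM in the primary screen, cut at about 35% in these data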;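 further: plate controls were DMSO wells with enzyme for no effect and no-enzyme buffer wells for full effect; values of inactives mirror those of a sister screen read the other way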
APOBEC3G inh: APOBEC3G (human) deaminase inhibition | recombinant A3G, ssDNA deamination FAM/TAMRA fluorescence | AID 493012 | inhibition, % at 20 µM | 330,000 compounds, 0.28% hits | Q9HC16;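 active means inhibition of at least 40% at 20 µM, with no more than 30% in the related APOBEC3A deaminase screen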;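 further: plate controls were DMSO wells with A3G for no effect and wells lacking A3G enzyme for full effect; some compounds called inactive have numbers as strong as hits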
Target sequence (Q9HC16 whole entry, looked up): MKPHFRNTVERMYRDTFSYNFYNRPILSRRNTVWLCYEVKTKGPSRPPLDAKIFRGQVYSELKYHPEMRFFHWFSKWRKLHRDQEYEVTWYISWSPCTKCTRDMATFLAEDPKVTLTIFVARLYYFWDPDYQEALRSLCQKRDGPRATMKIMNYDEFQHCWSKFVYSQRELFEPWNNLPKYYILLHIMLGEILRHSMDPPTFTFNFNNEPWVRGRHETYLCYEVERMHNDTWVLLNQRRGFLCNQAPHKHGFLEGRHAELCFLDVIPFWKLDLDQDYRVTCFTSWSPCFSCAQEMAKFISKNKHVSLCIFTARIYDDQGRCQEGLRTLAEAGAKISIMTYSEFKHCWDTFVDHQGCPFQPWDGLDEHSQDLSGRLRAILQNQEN
The depositor's hits bear a star; · = no result given.

Structure	mIAP activ	NALP3 yeast inh	MIN6 prolif	SENP1 inh	hIAP block	APOBEC3G inh	APOBEC3A inh	mIAP inh	hIAP activ
Nc1cc(=O)nc(SCC(=O)Nc2cccc3ccccc23)n1CCc1ccccc1	0.87	7	0	-1	-10	2	-1	13	1.1
COc1ccc(Nc2cc(C)nc3ncnn23)c(OC)c1	0.99	2	7	2	4	-7	-4	0	0.96
Cc1ccc(NC(=O)c2noc3c2CCc2ccccc2-3)cc1	0.92	4	-3	1	-9	-1	-1	8	1.1
CC(C)(CO)NC12CC3CC(CC(C3)C1)C2	1.1	-12	-3	2	6	-3	-5	-13	0.94
CNC(=O)c1cccc2nc3ccccc3nc12	1	25	3	-39	-2	-5	-1	-2	1
Cn1ccnc1Sc1nc(Nc2cccc(Cl)c2)nc(N2CCOCC2)n1	1.1	8	-2	1	0	-10	-2	-7	1
O=c1cnc2ccccc2n1Cc1ccc(Br)cc1	0.94	25	0	-1	20	-2	-4	6	0.8
COC(=O)c1n[nH]nc1-c1ccccc1	0.83	9	0	1	-11	-8	-3	17	1.1
NS(=O)(=O)c1ccc(CCNCc2cc(Cl)ccc2OCc2ccccc2)cc1	1	10	-5	3	10	0	2	-3	0.91
COc1ccccc1OCCC(=O)Nc1cccc(S(=O)(=O)N2CCOCC2)c1	1	11	-4	0	-6	-6	-2	-4	1.1
COc1cc(OC)c(NC(=S)Nc2cccc(C(C)=O)c2)cc1Cl	0.82	0	-1	2	16	-4	-1	18	0.84
O=C(CCS(=O)(=O)Cc1ccccc1)NCCc1ccccc1	0.92	-5	0	0	-10	-12	-1	8	1.1
CCc1nc(SCC(=O)OC)c2c3c(sc2n1)COC(C)(C)C3	1	2	-2	1	-9	-5	3	-3	1.1
CC(=O)c1cccc(CN2CCN(CCC(C)C)C(CCO)C2)c1 (configuration not stated)	1.1	-6	-2	4	-14	-2	-3	-10	1.1
Cc1ccc(S(=O)(=O)N2CCCN(S(=O)(=O)c3ccccc3Br)CC2)cc1	0.96	·	·	2	·	1	0	4	·
CCOC(=O)CSCC(=O)Nc1nnc(-c2cccc([N+](=O)[O-])c2)s1	0.97	26	-2	0	-8	0	2	3	1.1
Cc1cccc(NC(=O)C2CCCN(c3ncnc4c3nc3n4CCCCC3)C2)n1 (configuration not stated)	1.1	10	-2	2	0	-3	1	-6	1
COc1ccc(NC(=O)CSc2nnc(-c3ccncc3)n2CC2CCCO2)c(OC)c1 (configuration not stated)	0.98	7	-1	2	9	0	2	2	0.91
COc1ccc(CCNC(=O)CCC(=O)NC2CCCC(C)C2C)cc1OC (configuration not stated)	0.95	11	-3	2	0	3	3	5	1
CCOC(=O)/C(C#N)=N/Nc1ccccc1C#N	0.97	-5	1	-1	-2	-6	-9	3	1
Cc1ccc2[nH]c(C(=O)NCCN3CCCC3)cc2c1	1.1	11	1	-16	-13	-6	-1	-10	1.1
C=CCNC(=O)c1ccc(N(Cc2ccc(Cl)cc2)S(C)(=O)=O)cc1	0.97	27	-1	0	-10	-3	-3	3	1.1
COc1ccc(OC)c(NC(=O)c2ccc(CN3CCOCC3)cc2)c1	1	11	-3	1	5	-7	-2	0	0.95
CCC(C)[C@H]1CNCCN1CCc1cccc2ccccc12 (some centres not stated)	0.93	10	-3	-1	9	1	1	7	0.91
COCCOc1ccc(C(F)(F)F)cc1NC(=O)c1ccccc1	0.93	8	-1	2	5	-2	8	7	0.95
COc1ccc(S(=O)(=O)NC(C)C(=O)NC2CC2)cc1C (configuration not stated)	0.99	5	-3	0	-16	-5	-5	1	1.2
c1ccc2c3nnc4n(c-3nc2c1)CCCS4	0.98	7	-4	1	-3	-4	-3	2	1
COC(=O)c1cc(S(=O)(=O)N2CCCC(C)C2)c[nH]1 (configuration not stated)	0.89	3	-4	1	-33	0	0	11	1.3
Cc1cc(C)n2nc(C(=O)OCC(=O)Nc3ccc4c(c3)OCO4)nc2n1	0.92	3	-3	0	-6	-1	1	8	1.1
CCc1ccccc1NC(=O)CN(C)C(=O)CSc1nn(-c2ccccc2)c(=S)s1	1	23	0	2	7	-5	-2	0	0.93
CN(N)c1nc(C(F)(F)F)nc2ccccc12	0.99	9	-1	0	-6	-3	-1	0	1.1
CCc1ccc(C2NC(=O)c3ccccc3O2)cc1 (configuration not stated)	0.93	37	-4	-1	6	-7	-4	7	0.94
COc1cccc2c(=O)n(CC(=O)Nc3ccccc3F)ccc12	0.93	16	-3	2	4	1	3	7	0.96
O=C(Nc1nccs1)C1CCCN1S(=O)(=O)c1ccc(F)cc1 (configuration not stated)	1.1	16	-1	-1	1	6	2	-12	0.99
CC1CN(S(=O)(=O)c2cccc(C(=O)NCCc3ccc(S(N)(=O)=O)cc3)c2)CC(C)O1 (configuration not stated)	1	9	-1	-2	-12	-1	6	-4	1.1
CCNc1nc(NCC)nc(Oc2ccc(C(=O)OC)cc2)n1	1.1	-2	-4	4	-19	-5	-5	-11	1.2
O=C1/C(=C/c2cccnc2)SC(=S)N1c1ccc(F)cc1	0.98	24	5	0	9	1	-1	2	0.91
COc1ccc(OCCCC(=O)Nc2cc([N+](=O)[O-])ccc2C)cc1	0.62	25	-1	-1	-6	-4	-1	38	1.1
CC(C)c1nnc(NC(=O)Cc2ccc(Br)cc2)s1	0.93	15	4	0	2	-2	-1	7	0.98
COc1ccc(OC)c(/C=N\NC(=O)CSc2nnc(CCCc3ccc(OC)c(C)c3)o2)c1	0.88	0	1	-1	-12	-2	-3	12	1.1
CC1(C)CC(CCC(=O)NC(=S)Nc2ccccc2Cl)C(=O)O1 (configuration not stated)	0.9	-6	-1	0	-19	-6	-5	10	1.2
O=S(=O)(Nc1ccc(O)c(NS(=O)(=O)c2ccccc2)c1)c1ccccc1	0.81	4	-7	3	-16	50*	2	19	1.2
CN(CC(=O)Nc1ccc(F)cc1[N+](=O)[O-])Cc1ccccc1	1.1	13	5	2	4	-3	-1	-5	0.96
CC(=O)O[C@@H]1[C@H](OC(=O)CC(C)C)c2c(ccc3ccc(=O)oc23)OC1(C)C	1.1	-13	-3	-2	-6	-15	-4	-6	1.1
O=C(Cc1cccs1)N1CCN=C1SCc1cccc(F)c1	0.93	11	-2	-5	8	-4	3	7	0.92
Cc1ccc(/C=N/Nc2ccc(F)cc2)s1	1	9	-5	-1	-6	2	1	0	1.1
Cc1nn(C)cc1CN(C)C(=O)c1ccc(OC2CCN(Cc3ccccn3)CC2)cc1	1.1	3	2	-13	-12	-6	-3	-10	1.1
N/C(=N\c1nc2ccccc2o1)NC(=O)c1cccc(Cl)c1	1.1	15	-1	0	4	-1	7	-6	0.96
O=C(CCC(=O)c1cccs1)OCC(=O)c1ccc(Cl)s1	0.93	10	-4	0	3	-4	4	7	0.97
COC(=O)c1cc(C(=O)c2c(C)cc3ccccn23)cc([N+](=O)[O-])c1	0.96	44	0	5	18	1	1	4	0.82
O=C(O)CCSCC(=O)Nc1c(C(=O)C2CC2)oc2ccccc12	1	12	1	1	-15	-9	-5	-1	1.1
COc1cc2c(cc1OC)C1(Nc3c-2c(C)nn3-c2ccccc2)C(=O)Nc2ccccc21 (configuration not stated)	1.1	2	-7	-52	-4	-4	-1	-8	1
Cc1ccc(-n2nc(C(N)=O)nc2-c2ccccc2)cc1	1	11	-3	1	0	6	-5	0	1
O=C(NC1CCCc2ccccc21)C1CCN(S(=O)(=O)c2cnc[nH]2)CC1 (configuration not stated)	1	15	0	-4	4	1	3	0	0.96
Cc1ccc(NS(=O)(=O)c2ccc(-c3ccc(=O)[nH]n3)o2)cc1N(C)C	1	19	-1	-3	-9	-4	-6	-1	1.1
COC(=O)Cn1c(C)c(C#N)c2ccccc21	1	-1	-2	-25	-11	-1	1	-4	1.1
Cc1nnc2n1N=CC=C(c1ccccc1)S2	1	1	5	3	0	-4	1	-2	1
COc1ccc(NC(=O)COC(=O)c2cc(OC)c(OC)c(OC)c2)c([N+](=O)[O-])c1	0.91	14	-2	10	0	-3	4	9	1
CC(C)C(NC(=O)c1cccnc1)C(=O)O (configuration not stated)	1.1	13	-1	2	-4	-1	4	-6	1
CC1CCC2(CC1)NC(=O)N(NC(=O)CCc1c[nH]c3ccccc13)C2=O (configuration not stated)	1.1	15	0	2	7	17	0	-14	0.93
O=C(CC1SC(=Nc2ccccc2)N(CCCCO)C1=O)NCc1ccccc1 (configuration not stated)	0.97	6	-3	0	-10	-2	1	3	1.1
C/C(=N/NC(=O)c1ccncc1)c1cc2ccc(O)cc2oc1=O	0.95	-1	0	-29	-23	-7	-3	5	1.2
Oc1c(Cl)cc(Cl)cc1/C=N/NC(=S)NC1CC2C=CC1C2 (configuration not stated)	0.84	13	-4	-32	-78	-10	-6	16	1.8

Only part of the results is shown. The share of hits here may be higher or lower than overall.
